NadD block: inhibitors of S. aureus NadD, primary screen, biochemical, colorimetric, uHTS; Nicotinate-nucleotide adenylyltransferase NadD (Staphylococcus aureus N315); purified NadD enzyme, colorimetric absorbance read-out; inhibition, % at 20 µM; 360,000 compounds, 0.78% hits; in the data active = inhibition above about 26%; note: some compounds past the cut are filed as inactive
SUMO1-SIM PPI: modulators of SUMO1 protein-protein interactions, primary screen, biochemical, uHTS | Small ubiquitin-related modifier 1 (Homo sapiens), P63165 | 360,000 compounds, 0.33% hits | SUMO1 binding to a labelled peptide, TR-FRET, 1 h | AID 602429, 2012 | inhibition, % at 20 µM; in the data active = inhibition above about 37%
STEP inh: STEP phosphatase inhibitors, primary screen, biochemical, fluorescence intensity, uHTS; 360,000 compounds, 0.25% hits; recombinant STEP, OMFP fluorogenic substrate; AID 588621, 2011; inhibition, % at 20 µM; Tyrosine-protein phosphatase non-receptor type 5 (Homo sapiens), P54829;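 active = inhibition at 20 µM, scaled per plate between control wells, above about 37%, limit read from the data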;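 note: 0% = DMSO with enzyme and substrate and 100% = substrate only without enzyme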
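System: STEP (striatal-enriched tyrosine phosphatase) enzyme, cell-free; medium: Bis-Tris pH 6.0 buffer with DTT, detergent; dosing: 20 µM, 1% DMSO; times: reaction 20 min, ambient temperature; detection: fluorescence, 480/540 nm; read-out basis: normalized % inhibition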
Rpn11 block: Rpn11 (PSMD14) deubiquitinase inhibitors, primary screen, biochemical, fluorescence polarization, uHTS; human 26S proteasome, Ub4-pepOG fluorescence polarization; 20S core pre-blocked with epoxomicin; calls only at 20 µM; 360,000 compounds, 0.59% hits; AID 588493, 2011;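 active = inhibition at 20 µM, scaled to each plate's controls, above about 33%, limit read from the data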
LMPTP block: LMPTP phosphatase inhibitors, primary screen, biochemical, fluorescence intensity, uHTS; Low molecular weight phosphotyrosine protein phosphatase (Homo sapiens), P24666; recombinant LMPTP-A, OMFP fluorogenic substrate; inhibition, % at 20 µM; 360,000 compounds, 0.22% hits; AID 651560, 2012;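 active = compounds that cut the enzyme signal by at least half of the control window in the single-dose screen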;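 note: plate controls were DMSO wells with enzyme plus substrate for no effect and substrate without enzyme for full effect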
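Assay system: LMPTP-A, protein tyrosine phosphatase of low molecular weight / Medium: pH 6.0 Bis-Tris buffer with DTT and Triton X-100 / Schedule: 50 min enzyme reaction at room temperature, protected from light / Measured by: endpoint fluorescence intensity from OMFP dephosphorylation / Read-out basis: % inhibition relative to no-enzyme and uninhibited control wells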
Scp-1 inhibitor: Scp-1 phosphatase inhibitors, primary screen, biochemical, colorimetric, uHTS; Carboxy-terminal domain RNA polymerase II polypeptide A small phosphatase 1 (Homo …; Recombinant Scp1, phosphopeptide, malachite green phosphate absorbance; inhibition, % at 20 µM; 340,000 compounds, 0.88% hits; AID 493091, 2011;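 active = inhibition above about 50% at 20 µM, limit read from the data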;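 note: plate controls were DMSO wells with enzyme for no effect and wells lacking enzyme for full effect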
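Test system: SCP-1 catalytic domain; Buffer or medium: Acidic Tris acetate buffer with magnesium and detergent; Also added: Phosphorylated 17-residue peptide substrate; Compound: single 20 µM dose, 1% DMSO; Schedule: enzyme reaction 45 min at room temperature, colour 5 min, stabilisation 30 min; Signal: Phosphate-binding colour reagent, absorbance read at 630 nm.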
TbMetRS inhib: T. brucei MetRS inhibitors, primary screen, biochemical, luminescence | purified T. brucei MetRS, ATP depletion, Kinase-Glo luminescence | methionyl-tRNA synthetase (Trypanosoma brucei brucei) | AID 624268, 2012 | inhibition, % at 11.9 µM | 360,000 compounds, 0.4% hits;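 active = inhibition above a per-plate cutoff of the control wells' mean inhibition plus 3 SD, cut at about 5.5% in these data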;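 note: 0% = DMSO wells median and 100% = median of wells with control inhibitor compound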
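Material: T. brucei methionyl-tRNA synthetase, purified; reagent: substrates ATP, L-methionine and bulk Escherichia coli tRNA; dosing: 11.9 µM single point; timing: 15 min plus 2 h at 25 °C; detection: luminescence of leftover ATP; evaluation: % inhibition; control set: DMSO-only wells as low control; replicates: singlicate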
DNMT1 inh: human DNMT1 methyltransferase inhibitors, primary screen, biochemical, molecular beacon, fluorescence, HinP1I cleavage, uHTS. DNA (cytosine-5)-methyltransferase 1 (Homo sapiens), P26358. inhibition (reported as % activation of signal), % at 10 µM. 360,000 compounds, 0.83% hits; in the data active = inhibition above about 50%
Target sequence (P26358 504-1616 limits assumed): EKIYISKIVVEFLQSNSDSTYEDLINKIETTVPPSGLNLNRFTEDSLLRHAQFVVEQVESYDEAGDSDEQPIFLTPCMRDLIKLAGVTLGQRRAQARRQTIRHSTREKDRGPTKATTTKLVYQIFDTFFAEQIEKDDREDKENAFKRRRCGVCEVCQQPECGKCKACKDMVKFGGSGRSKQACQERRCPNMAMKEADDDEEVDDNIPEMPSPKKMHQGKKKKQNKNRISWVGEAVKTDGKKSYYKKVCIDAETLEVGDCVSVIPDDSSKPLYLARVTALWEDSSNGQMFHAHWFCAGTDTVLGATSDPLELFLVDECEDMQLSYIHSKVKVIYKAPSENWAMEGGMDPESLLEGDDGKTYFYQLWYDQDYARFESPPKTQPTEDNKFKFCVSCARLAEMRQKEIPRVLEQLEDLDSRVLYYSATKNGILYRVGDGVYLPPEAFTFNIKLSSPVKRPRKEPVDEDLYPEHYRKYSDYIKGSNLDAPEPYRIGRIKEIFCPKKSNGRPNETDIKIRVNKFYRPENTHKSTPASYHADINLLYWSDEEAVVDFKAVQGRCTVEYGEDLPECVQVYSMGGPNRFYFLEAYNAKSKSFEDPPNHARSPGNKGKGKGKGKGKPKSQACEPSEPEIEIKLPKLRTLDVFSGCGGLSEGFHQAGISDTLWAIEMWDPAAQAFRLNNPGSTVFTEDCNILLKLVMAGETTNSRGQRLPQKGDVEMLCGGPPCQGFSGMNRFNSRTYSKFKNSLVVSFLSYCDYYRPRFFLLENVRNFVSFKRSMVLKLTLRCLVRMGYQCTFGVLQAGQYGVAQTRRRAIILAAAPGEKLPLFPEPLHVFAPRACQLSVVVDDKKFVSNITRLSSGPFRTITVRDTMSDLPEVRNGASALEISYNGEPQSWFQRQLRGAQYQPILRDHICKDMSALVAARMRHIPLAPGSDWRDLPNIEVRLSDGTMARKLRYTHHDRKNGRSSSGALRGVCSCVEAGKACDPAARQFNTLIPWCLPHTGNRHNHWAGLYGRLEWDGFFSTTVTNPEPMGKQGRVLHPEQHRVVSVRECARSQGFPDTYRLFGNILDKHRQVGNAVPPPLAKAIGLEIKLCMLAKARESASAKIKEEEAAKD
PABP1 MLLE inh: inhibitors of PABP1 MLLE–PAM2 peptide binding, primary screen, biochemical, fluorescence polarization, FITC-PAM2, GST-MLLE. Polyadenylate-binding protein 1 (Homo sapiens), P11940. inhibition, % at 20 µM. 360,000 compounds, 0.36% hits; in the data active = inhibition above about 35%, passing the limit was not always enough;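 note: plate controls were DMSO wells with GST-MLLE for no effect and wells lacking GST-MLLE protein for full effect; some results filed as inactive read as strong as hits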
CSN inh: inhibitors of CSN-mediated cullin deneddylation, primary screen, biochemical, fluorescence polarization, uHTS. Purified CSN, SCF-Nedd8-OG deneddylation. inhibition, % at 12.5 µM. 360,000 compounds, 0.38% hits. AID 651999, 2013;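 active = pattern-corrected inhibition above about 35%, with an unprinted fluorescence ratio check between 0.5 and 1.5, limit read from the data, passing the limit was not always enough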;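 note: 0% = enzyme with substrate and 100% = substrate without enzyme; some results filed as inactive read as strong as hits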
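Assay system: HEK293T-derived human Csn5 enzyme; quantity: 0.24 nM enzyme; medium: Tris/NaCl/DTT buffer, pH 7.5; also added: substrate SCFSkp2-Nedd8OG, 10 nM; doses: 12.5 µM compound; schedule: 90 min reaction at room temperature; signal: FP; read-out: % inhibition of substrate cleavage by Csn5; benchmarks: substrate-only high control, full reaction low control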
The depositor's hits bear a star; i = inactive; / = not tested or not shown.

No.	Compound	NadD block	SUMO1-SIM PPI	STEP inh	Rpn11 block	LMPTP block
1	Cc1ccc(NC2CCCN(C(=O)c3c(C)noc3C)C2)cc1C (stereo not given)	-2	-4	0	i	-0.7
2	COc1cccc(-c2nc(CS(=O)(=O)CC(=O)N3CCc4ccccc4C3)c(C)o2)c1	-3	8	0	i	-0.2
3	CCOC(=O)c1c(C)[nH]c2c1-c1ccccc1C(=O)C2=O	1	31	9	i	10
4	CC[C@@H]1CN(C)[C@H]2Cc3c([nH]c4ccccc34)C(=O)C[C@@H]1[C@@H]2C(=O)OC	4	9	-4	i	-0.4
5	Oc1cc2c(cc1O)CN(C(=S)NCCc1ccc(Cl)cc1)CCC2	-4	1	-3	i	0.9
6	C[C@H](NC(=O)OC(C)(C)C)C(=O)NCC1CCC(C(=O)N[C@@H](Cc2ccccc2)C(=O)O)CC1 (stereo not given in full)	-2	1	1	i	-0.3
7	O=C(NNc1ccc([N+](=O)[O-])cc1)c1ccccc1F	0	-16	-1	i	0.0
8	CC(C)CNS(=O)(=O)c1ccc(CCC(=O)Nc2cc(Cl)ccc2Oc2ccccc2)cc1	0	1	5	i	5.6

No.	Scp-1 inhibitor	TbMetRS inhib	DNMT1 inh	PABP1 MLLE inh	CSN inh
1	-2	-0.4	0	3	-3
2	-4	0.1	1	13	-3
3	-3	1.5	93*	11	19
4	1	-0.4	-2	-5	2
5	-14	-0.3	-3	-105	-2
6	-4	-0.4	0	-7	-2
7	-7	0.3	0	-19	2
8	-5	2.9	-16	-4	2

Brought forward from above: 2 entries, then new ones.
No.	Compound	NadD block	SUMO1-SIM PPI	STEP inh	Rpn11 block	LMPTP block
7	O=C(NNc1ccc([N+](=O)[O-])cc1)c1ccccc1F	0	-16	-1	i	0.0
8	CC(C)CNS(=O)(=O)c1ccc(CCC(=O)Nc2cc(Cl)ccc2Oc2ccccc2)cc1	0	1	5	i	5.6
9	COC(=O)[C@]1(Cc2ccccc2)N[C@H](c2ccc(-c3ccc(Cl)c(Cl)c3)cc2)[C@@H]2C(=O)N(C)C(=O)[C@@H]21	17	-9	1	i	4.2
10	Cc1cccc(C(=O)N[C@H](C(=O)Nc2nc3ccccc3[nH]2)C(C)C)c1	2	2	-2	i	0.1
11	N#Cc1c(F)cccc1NCCCn1ccnc1	-5	-2	1	i	2.1
12	O=C(c1cccc(Cl)c1)N1CCN(C2CCCCC2)CC1	-3	4	-3	i	-0.7
13	O=C(NCc1ccco1)c1cnn2cccnc12	-3	3	2	i	0.4
14	CN1CCN(S(=O)(=O)c2ccc(C3CCCCC3)cc2)CC1	-1	3	-1	i	0.1
15	COc1cccc(NC(=O)C2CC(=O)n3cnnc3S2)c1 (stereo not given)	9	0	3	i	-0.9
16	CCc1ccccc1NC(=O)C1CCCN1C(=O)Nc1ccc(C)cc1 (stereo not given)	0	6	-1	i	2.4

No.	Scp-1 inhibitor	TbMetRS inhib	DNMT1 inh	PABP1 MLLE inh	CSN inh
7	-7	0.3	0	-19	2
8	-5	2.9	-16	-4	2
9	-11	0.5	-10	8	-3
10	-3	2.7	0	-1	5
11	-10	0.7	2	-6	-1
12	-8	-0.4	1	-17	1
13	1	1.8	1	10	-4
14	7	-0.4	3	-88	-5
15	-2	0.0	-1	31	-1
16	-5	0.1	1	-6	-2

An excerpt from above in order of the PABP1 MLLE inh value, smallest number first.
no.	compound	PABP1 MLLE inh
6	C[C@H](NC(=O)OC(C)(C)C)C(=O)NCC1CCC(C(=O)N[C@@H](Cc2ccccc2)C(=O)O)CC1 (stereo not given in full)	-7
11	N#Cc1c(F)cccc1NCCCn1ccnc1	-6
13	O=C(NCc1ccco1)c1cnn2cccnc12	10

Following part.
No.	Compound	NadD block	SUMO1-SIM PPI	STEP inh	Rpn11 block	LMPTP block
17	COc1cc(CN2CCC(C(=O)NC3CCCC3)CC2)cc(OC)c1O	8	-1	2	i	-2.3
18	O=C(CCC1CCCCC1)NCc1ccccn1	0	-2	2	i	0.2
19	Cc1ccc(Cc2c(C3CCCCC3)nc3c(C)cc(Br)cn23)cc1	10	1	/	/	1.5
20	O=C1CCCC2=C1C(c1ccsc1)CC(=O)N2c1nnc(SCc2ccccc2)s1 (stereo not given)	-4	7	5	i	3.2
21	CCOC(=O)C1CCCN(c2nc(C)nc3c2oc2ccccc23)C1 (stereo not given)	2	4	0	i	2.4
22	COc1ccc(C2=Nn3c(nnc3-c3ccccn3)SC2)cc1OC	6	4	1	i	0.5
23	O=C(O)c1ccccc1OCc1nc2ccccc2s1	-3	2	1	i	0.7
24	CC(C)C(NS(=O)(=O)c1cccs1)C(=O)N(C)Cc1ccccc1 (stereo not given)	3	-2	-2	i	-1.8

No.	Scp-1 inhibitor	TbMetRS inhib	DNMT1 inh	PABP1 MLLE inh	CSN inh
17	-4	-0.5	-4	20	-6
18	-14	-0.7	4	5	2
19	/	-1.3	/	/	2
20	-19	-0.4	-2	-19	-1
21	-2	-0.3	-7	-7	-3
22	-2	0.1	-2	-5	-4
23	-9	-0.2	2	1	4
24	5	-1.4	0	-6	-2

Next part.
No.	Compound	NadD block	SUMO1-SIM PPI	STEP inh	Rpn11 block	LMPTP block
25	Cc1ccccc1-n1c(C)nc2ccccc21	-2	0	-5	i	1.2
26	Cn1c2c(c(=O)n(C)c1=O)C(NC(=O)c1ccco1)(C(F)(F)F)C(=O)N2 (stereo not given)	-4	1	0	i	-1.5
27	NC(=O)CC1(CC(=O)O)CCCCC1	1	1	3	i	-1.5
28	Cc1cc(Br)ccc1NC(=O)CNC(=O)CSc1ncccn1	-3	-1	-1	i	0.2
29	COCCCNC(=O)Cn1c(=O)n(Cc2ccccc2Cl)c(=O)c2cc(OC)c(OC)cc21	-3	1	-2	i	0.3
30	CCCN(CC(=O)Nc1ccccc1OC)C(=O)CCC(=O)c1ccc(Cl)s1	-3	-1	3	i	-0.2
31	CCCCn1c(N)c(N(CCOC)C(=O)CCc2ccc(OC)cc2)c(=O)[nH]c1=O	2	-2	1	i	-3.3
32	COCCN(C(=S)Nc1cccc(C)c1)C(C)c1cccs1 (stereo not given)	-1	3	2	i	-0.1

No.	Scp-1 inhibitor	TbMetRS inhib	DNMT1 inh	PABP1 MLLE inh	CSN inh
25	-8	0.0	1	-1	4
26	3	-0.5	-2	2	-4
27	-8	0.0	0	-8	-7
28	2	-0.3	1	-2	-5
29	-14	-0.6	-3	9	-2
30	-13	-0.4	1	-1	-5
31	5	-1.9	7	-5	-16
32	-7	-0.1	-1	-71	-5

(cont.)
No.	Compound	NadD block	SUMO1-SIM PPI	STEP inh	Rpn11 block	LMPTP block
33	Cc1cc(C(=O)N/N=C/c2cccn2C)no1	0	-4	0	i	0.2
34	CCN(CC)S(=O)(=O)c1ccc(NC(=O)c2cc(-c3ccccc3)nc3ccccc23)cc1	21	3	-3	i	2.0
35	COc1ccccc1N1C(=O)c2cccnc2C1=O	2	-13	-3	i	0.1
36	COC(OC)c1ccnc(SCc2ccccc2Cl)n1	-6	-2	1	i	0.7
37	O=C(O)CSc1nnc(NC(=O)c2ccc3c(c2)OCO3)s1	1	3	0	i	-1.4
38	CSCCC(NC(=O)c1ccc(Cl)cc1Cl)C(=O)NNC(=O)c1csc(N2CCOCC2)n1 (stereo not given)	3	8	5	i	-1.7
39	Cc1ccc(C(=O)NNC(=O)c2cc(C)nc3ccccc23)cc1	4	-9	1	i	-1.1
40	Cc1ccc(NC(=O)c2ccc(F)cc2F)cc1NS(C)(=O)=O	-4	-3	-1	i	-1.3
41	CCc1nnc(NC(=O)C(C)C)s1	-6	-2	-4	i	-1.7
42	COc1ccc(C(O)(CCc2ccccc2)CCN2CCCCC2)cc1 (stereo not given)	-4	-1	3	i	4.0
43	COc1ccc(C2=Nc3ccccc3N(C(=O)c3ccc(C(F)(F)F)cc3)C2C(=O)Nc2ccc3c(c2)OCCO3)cc1 (stereo not given)	/	-2	/	/	1.4

No.	Scp-1 inhibitor	TbMetRS inhib	DNMT1 inh	PABP1 MLLE inh	CSN inh
33	-1	-0.8	0	5	-2
34	7	-0.5	-8	-3	-1
35	-6	0.0	-1	-11	3
36	-3	-0.5	5	9	0
37	-12	-1.0	-1	-1	-14
38	-2	0.2	-3	4	-3
39	-6	-0.4	0	-43	-1
40	-4	-0.7	2	-12	3
41	2	-1.1	2	-5	7
42	-6	-0.3	3	-15	-15
43	/	-0.5	/	/	-2

High-throughput results deposited in PubChem BioAssay by several laboratories.
